Compound activity as filed in PubChem.
Rin1 Abl inh = human Rin1-Abl interaction inhibition; inhibition, % at 7.35 µM; AID 588664; TR-FRET Rin1/Abl binding, biochemical; 360,000 compounds, 0.4% hits; in the data active = inhibition above about 5%, passing the limit was not always enough
FAS-TE inh = FAS thioesterase (human) inhibition; 360,000 compounds, 0.67% hits; inhibition, % at 15 µM; P49327; recombinant FAS-TE, OMFH fluorogenic substrate, fluorescence endpoint;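 active = compounds whose normalised, plate-corrected inhibition of enzyme fluorescence in the single-dose primary screen is 50% or more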;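 also: 0% = DMSO with enzyme and 100% = substrate without enzyme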
PABP1 MLLE inh = inhibitors of microRNA-mediated deadenylation, human PABP1 MLLE binding. AID 588489. inhibition, % at 20 µM. GST-MLLE / FITC-PAM2 fluorescence polarization. 360,000 compounds, 0.36% hits. P11940; in the data active = inhibition above about 35%, passing the limit was not always enough;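 also: plate controls were DMSO wells with GST-MLLE for no effect and wells lacking GST-MLLE protein for full effect; some results filed as inactive read as strong as hits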
Neddyl block = blocks human cullin neddylation; 360,000 compounds, 0.58% hits; P61081+Q13564; AID 651699; calls only at 25 µM; TR-FRET cullin neddylation, biochemical; in the data active = inhibition above about 36%
eLon inh = inhibits E. coli Lon protease; P0A9M0; purified E. coli Lon protease, fluorescence polarization; inhibition, % at 7.94 µM; 360,000 compounds, 0.42% hits; in the data active = inhibition above about 13%, passing the limit was not always enough;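 also: 0% = enzyme with probe and DMSO and 100% = no enzyme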
Target sequence (P0A9M0 whole entry, looked up): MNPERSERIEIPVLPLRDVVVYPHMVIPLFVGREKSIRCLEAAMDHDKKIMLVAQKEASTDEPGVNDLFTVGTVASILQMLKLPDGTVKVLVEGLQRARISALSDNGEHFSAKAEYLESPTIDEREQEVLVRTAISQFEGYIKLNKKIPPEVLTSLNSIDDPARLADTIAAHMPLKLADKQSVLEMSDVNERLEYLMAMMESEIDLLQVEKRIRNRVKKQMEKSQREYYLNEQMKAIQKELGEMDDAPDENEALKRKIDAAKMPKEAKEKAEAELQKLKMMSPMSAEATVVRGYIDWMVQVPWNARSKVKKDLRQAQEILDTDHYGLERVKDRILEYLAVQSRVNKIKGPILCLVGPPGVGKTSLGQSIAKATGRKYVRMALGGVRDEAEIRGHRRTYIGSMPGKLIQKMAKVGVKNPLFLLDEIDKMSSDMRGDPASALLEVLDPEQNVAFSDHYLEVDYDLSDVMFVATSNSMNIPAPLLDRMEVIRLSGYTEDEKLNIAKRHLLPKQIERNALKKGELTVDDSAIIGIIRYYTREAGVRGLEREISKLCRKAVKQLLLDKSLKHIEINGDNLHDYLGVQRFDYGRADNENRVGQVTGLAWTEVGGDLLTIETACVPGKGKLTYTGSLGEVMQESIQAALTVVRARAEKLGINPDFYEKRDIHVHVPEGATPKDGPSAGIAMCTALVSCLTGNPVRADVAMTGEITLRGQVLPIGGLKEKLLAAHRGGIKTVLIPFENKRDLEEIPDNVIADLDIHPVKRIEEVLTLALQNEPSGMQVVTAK
TbMetRS inhib = blocks T. brucei methionyl-tRNA synthetase activity; inhibition, % at 11.9 µM; 360,000 compounds, 0.4% hits; purified T. brucei MetRS, ATP depletion, Kinase-Glo luminescence; AID 624268;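 active = inhibition above a per-plate cutoff of the control wells' mean inhibition plus 3 SD, cut at about 5.5% in these data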;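 also: 0% = DMSO wells median and 100% = median of wells with control inhibitor compound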
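technique = Kinase-Glo luminescence, ATP depletion format | system = purified MetRS (methionyl-tRNA synthetase) enzyme from Trypanosoma brucei | timing = 15 min preincubation, 2 h reaction, all 25 °C | evaluation = percent inhibition versus plate control medians | dosing = single dose, 11.9 µM final nominal, 0.9% final DMSO | also added = substrates ATP, L-methionine and bulk Escherichia coli tRNA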
bovine MsrA act = activates bovine MsrA enzyme; AID 602163; purified bovine MsrA, absorbance read-out; activation, % at 10.6 µM; 360,000 compounds, 0.3% hits; in the data active = activation above about 7.5%;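 also: 0% = vehicle and 100% = reference activator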
CSN inh = inhibitors of human CSN-mediated cullin deneddylation; inhibition, % at 12.5 µM; 360,000 compounds, 0.38% hits; AID 651999; Q92905; Purified CSN, SCF-Nedd8-OG deneddylation, fluorescence polarization;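 active = pattern-corrected inhibition above about 35%, with an unprinted fluorescence ratio check between 0.5 and 1.5, limit read from the data, passing the limit was not always enough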;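 also: 0% = enzyme with substrate and 100% = substrate without enzyme; some results filed as inactive read as strong as hits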
Target sequence (Q92905 whole entry, looked up, one chain of several): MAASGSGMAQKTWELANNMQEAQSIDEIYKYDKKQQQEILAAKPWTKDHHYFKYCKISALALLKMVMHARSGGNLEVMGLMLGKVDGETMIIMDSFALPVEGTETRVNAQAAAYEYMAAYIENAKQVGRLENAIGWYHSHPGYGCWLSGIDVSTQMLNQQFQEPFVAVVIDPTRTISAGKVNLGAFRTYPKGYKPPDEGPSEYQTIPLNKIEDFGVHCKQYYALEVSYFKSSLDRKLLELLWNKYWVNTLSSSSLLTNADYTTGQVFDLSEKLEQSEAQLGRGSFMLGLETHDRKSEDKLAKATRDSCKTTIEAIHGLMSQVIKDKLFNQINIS
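assay system = purified human Csn5 enzyme expressed in HEK293T cells | amount = 0.24 nM enzyme | buffer or medium = Tris/NaCl/DTT buffer, pH 7.5 | reagent = 10 nM SCFSkp2-Nedd8OG | compound = one concentration, 12.5 µM, 0.25% DMSO | times = 90 min reaction at room temperature | signal = FP | read-out basis = % inhibition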
MsrA inh = inhibits bovine methionine sulfoxide reductase A; purified bovine MsrA, absorbance read-out; inhibition, % at 15.5 µM; 360,000 compounds, 0.75% hits; AID 651718; in the data active = inhibition above about 4.5%;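 also: 0% = vehicle wells with enzyme and 100% = reference inhibitor wells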
An asterisk follows results filed as active; i = inactive; . = no result given; + = active, no number.

SMILES | Rin1 Abl inh | FAS-TE inh | PABP1 MLLE inh | Neddyl block | eLon inh | TbMetRS inhib | bovine MsrA act | CSN inh | MsrA inh
CC(C)(C)Nc1nc2nonc2nc1NC(C)(C)C | -4 | 7 | -6 | i | -8 | -0.8 | -2 | -6 | 1.9
CCO/C=C1/C(=O)N(Cc2ccccc2)C(=O)c2ccccc21 | 5 | 41 | 9 | i | 3 | 2.0 | -5 | 7 | 0.9
CSc1ccc(Cl)c(C(=O)N2CCN(CC(=O)N3CCCC3)CC2)c1 | 1 | -6 | 12 | i | 0 | -0.3 | -1 | -7 | 0.7
COc1ccc(NC(=O)NCCN2CCN(c3cc(OC)ccc3OC)CC2)cc1 | -3 | -4 | -6 | i | 1 | -0.6 | -4 | 3 | -0.2
CC(C)(C)OC(=O)N(CCc1ccccc1)Cc1cccc(OCc2cccc(NC(=O)/C=C/c3ccccc3)c2)c1 | -3 | 25 | 3 | i | -8 | -0.1 | -12 | -1 | 0.8
CC(=O)Oc1ccc(S(=O)(=O)c2ccc(OC(C)=O)cc2)cc1 | -4 | -2 | 6 | i | 7 | -0.7 | -3 | -9 | -0.6
Cc1cc(-c2nc3cccnc3s2)ccc1NS(=O)(=O)c1ccc2c(c1)OCCO2 | 0 | 18 | 6 | . | -10 | -1.2 | -12 | -4 | 1.8
CC(C)C(C(=O)O)N1C(=O)/C(=C/C=C/c2ccco2)SC1=S (stereo not drawn) | 4 | 4 | -4 | i | -1 | 0.2 | -4 | 61 | .
COC(=O)c1ccnc(/C=N/O)c1 | 0 | -11 | 13 | i | 1 | -0.4 | -2 | 4 | -0.6
C[C@H](NC(=O)[C@H]1N2C(=O)c3ccccc3C2SC1(C)C)C(=O)N1CCCCC1 (stereo partly drawn) | -2 | -3 | 26 | i | 10 | -0.3 | 4 | 5 | -0.3
c1ccc(CCN(Cc2ccccc2)Cc2nc(C3CC3)no2)cc1 | 0 | 19 | 1 | i | 4 | -0.8 | -2 | -1 | 0.6
O=C1NC[C@H](CCCCN2C[C@H](Cc3ccccc3)N(CCC3CCCCC3)C(=O)C2=O)N(CCc2ccccc2)C1=O | . | 17 | . | i | -8 | -0.2 | -1 | 3 | 0.5
COc1ccc2c(C)cc(SC3CCOC3=O)nc2c1 (stereo not drawn) | -8 | -2 | -8 | i | -2 | -0.4 | -8 | -2 | 1.3
CCc1nc(N2CCN(Cc3ccc4c(c3)OCO4)CC2)c2oc3ccccc3c2n1 | -1 | 16 | 6 | + | -3 | 1.7 | 2 | -1 | 1.3
S=c1[nH]nc(-c2ccncc2)n1/N=C/c1ccccc1 | 3 | -10 | -41 | i | -4 | 0.3 | 3 | -3 | 0.7
CCCc1cc(=O)[nH]c(SCC(=O)NC2CCCCCCC2)n1 | 9.1* | 1 | -5 | i | 2 | -0.3 | -9 | 2 | 1.2
O=C(CCc1nc2ccccc2c(=O)[nH]1)Nc1cc(Cl)ccc1N1CCCCC1 | 2 | 14 | -13 | i | -10 | 0.7 | -3 | 5 | 0.3
O=C(CN(Cc1ccc2c(c1)OCO2)C(=O)c1cnsn1)NC1CCCC1 | 2 | -4 | 3 | i | -6 | -0.1 | -3 | 3 | -0.1
CCC(=O)Nc1ccc(N2CCN(C(=O)c3cccs3)CC2)cc1 | 3 | -10 | -3 | i | -3 | -1.2 | -11 | 4 | -0.9
CCOC(=O)N1CCc2c(sc(NC(=O)CN3CCN(C)CC3)c2C(=O)Nc2ccccc2)C1 | -1 | -5 | -73 | i | -5 | -0.7 | -7 | 4 | -0.4
O=C(N/N=C/c1ccccc1OCc1ccccc1)c1cccnc1 | -3 | -1 | 8 | i | 1 | 0.7 | -2 | 5 | 1.0
O=C(NNC(=S)NCC1CCCO1)c1cc(Br)ccc1Cl (stereo not drawn) | 1 | -4 | -8 | i | -5 | 0.5 | 1 | -2 | 0.7
CCN(CC)C(=O)C1=C(C)N(CCCOC)C(=O)C(CC(=O)NCCCN(C)C)C1 (stereo not drawn) | -4 | -9 | -2 | i | -5 | 0.2 | 5 | 1 | -0.2
O=C(c1ccc(OC2CCN(C(=O)C3CC3)CC2)cc1)N(CCO)Cc1ccccc1 | -3 | -4 | 4 | i | 2 | -0.1 | -3 | 1 | -0.6
N#C/C(=C/c1cccn1-c1cccc(C(=O)O)c1)c1ccc(Cl)cc1 | 1 | -14 | 10 | i | 4 | -0.5 | -3 | 21 | 3.4
The list goes on.
SMILES | Rin1 Abl inh | FAS-TE inh | PABP1 MLLE inh | Neddyl block | eLon inh | TbMetRS inhib | bovine MsrA act | CSN inh | MsrA inh
Cc1cccc(CSCc2nnc(N)s2)c1 | 1 | -7 | -6 | i | -10 | -1.1 | -3 | -2 | 0.4
COC(=O)CCC(=O)Nc1cccc(Cl)c1 | 4 | 5 | 6 | i | -4 | 1.0 | -11 | 0 | 0.7
Cc1ccc(S(=O)(=O)NCC(=O)N2CCc3ccccc3C2)cc1 | 0 | 1 | -1 | i | -4 | -0.6 | -4 | 1 | -0.1
O=C(Nc1ccc(N2CCOCC2)c(Cl)c1)c1ccco1 | -1 | 0 | 9 | i | -3 | -1.1 | -6 | 0 | 1.4
O=C(NN=C1CCCCCCCCCCC1)c1cccc(S(=O)(=O)N2CCOCC2)c1 | -2 | 3 | -4 | i | 4 | 0.1 | -4 | 7 | -0.9
O=C(CCC1CCCC1)N1CCN(C(=O)c2cccnc2)CC1 | 4 | -9 | -7 | i | 2 | -0.4 | -1 | -7 | -1.4
O=C(CN1CCN(C(c2ccccc2)c2ccccc2)CC1)NCc1ccccc1 | 0 | 3 | -9 | i | -6 | 0.1 | -1 | 2 | -0.2
CC(C)CNC(=O)c1ccccc1NC(=O)CN(c1ccccc1)S(=O)(=O)N(C)C | -3 | 2 | 13 | i | -4 | -0.8 | -8 | -1 | -1.5
C[C@H](CO)N1C[C@H](C)[C@@H](CN(C)C(=O)OCc2ccccc2)OCc2cn(nn2)CCCC1=O | -1 | -6 | 1 | i | 2 | -1.1 | -1 | 3 | 1.3
Cc1ccc(SCc2cc(=O)[nH]c(N3CCCCC3)n2)cc1 | -1 | -2 | 12 | i | -3 | -1.1 | -3 | -4 | 1.4
C=C(C)n1c(=O)n(Cc2ccc(C)cc2)c2ccccc21 | -1 | 5 | 0 | i | -8 | -0.8 | -4 | -3 | -0.3
CN(C)c1ccc(CNC(=O)C2CCN(S(=O)(=O)c3ccc4c(c3)CCCC(=O)N4)CC2)cc1 | 1 | -11 | -10 | i | -6 | 0.1 | -3 | 1 | 0.6
CC(=O)Nc1cc(C(F)(F)F)ccc1OCCOc1ccccc1 | -8 | 18 | -23 | i | 3 | -0.6 | 0 | 17 | 0.5
O=C(CSc1ccc2nnc(CCNC(=O)c3ccccc3)n2n1)NCCc1ccccc1 | 1 | -5 | 0 | i | -11 | -0.1 | -3 | -1 | -0.6
COc1cccc(-c2ccc3c(c2)N(Cc2ccc(F)cc2)C(=O)C(C)S3)c1 (stereo not drawn) | 2 | 9 | 9 | i | -5 | -0.2 | -1 | -3 | 0.3
O=C(O)c1ccc(Nc2nc(-c3ccccc3)c3ccccc3n2)cc1 | 1 | 0 | 10 | i | 8 | 0.7 | -2 | -5 | 1.5
O=C(CN1C(=O)C2CC=CCC2C1=O)NC1=NCCS1 (stereo not drawn) | 1 | -15 | -4 | i | -10 | -1.0 | -6 | 3 | 0.4
CCCCC1(CC(=O)OCC)C(=O)N(c2ccccc2)N(c2ccccc2)C1=O | 5 | 17 | -4 | i | -16 | -0.3 | -5 | 5 | 0.9
COc1ccccc1OC(C)C(=O)O (stereo not drawn) | 2 | -8 | -8 | i | -4 | -0.4 | -2 | 5 | -0.5
O=C(O)c1c2c(nc3ccc(S(=O)(=O)N4CCC(C(=O)NC5CCCC5)CC4)cc13)CCCCC2 | -1 | -7 | -3 | i | -3 | -0.2 | -2 | 5 | 1.2
CC(=O)c1cccc(-c2ccnc3c2CC(C(=O)Nc2ccc4c(c2)OCO4)O3)c1 (stereo not drawn) | 0 | 50 | -12 | i | -4 | 0.0 | -1 | 2 | 0.2
O=C(CCCN1C(=O)/C(=C/c2ccccc2)SC1=S)Nc1ccc(C(=O)O)c(O)c1 | 1 | 13 | 16 | i | 1 | 0.4 | -5 | 5 | 1.4
CCN(C(=O)Cc1c(C(=O)O)n(C)c2ccccc12)c1cccc(C)c1 | 0 | -3 | -8 | i | 1 | -0.4 | 0 | -2 | -0.8
O=C(O)CCC(=O)OCCc1cc2ccccc2c(=O)o1 | 2 | -8 | 0 | i | -5 | 0.5 | -14 | -5 | -0.1
NS(=O)(=O)c1ccc(N/N=C/C=C/c2ccccc2[N+](=O)[O-])cc1 | -2 | 9 | -29 | i | -3 | 0.7 | -3 | -1 | 3.8
Next records:
SMILES | Rin1 Abl inh | FAS-TE inh | PABP1 MLLE inh | Neddyl block | eLon inh | TbMetRS inhib | bovine MsrA act | CSN inh | MsrA inh
Cc1cc(C)c2c(CN3CCC(C)CC3)cc(=O)oc2c1C | 0 | 26 | 3 | i | -7 | -0.8 | 1 | -1 | -0.3
COc1cc2c(cc1OC)C1CC(=O)C(CC(C)C)CN1CC2 (stereo not drawn) | 3 | -1 | -4 | i | -9 | -0.2 | -3 | 2 | -0.2
CC(CCc1ccccc1)NC(=O)C(C)OC(=O)c1ccco1 (stereo not drawn) | -2 | -4 | -6 | i | -1 | -0.1 | -3 | 1 | -0.3
Cc1cc(C)c(C(N)=O)c(SCC(=O)c2cc(C)n(-c3cc(C)on3)c2C)n1 | 4 | -5 | 7 | i | -10 | -0.3 | -1 | -3 | 0.1
O=c1c2ccccc2[nH]c(=S)n1Cc1cccs1 | 1 | 7 | -88 | i | -2 | 0.1 | -3 | 1 | -0.7
CNS(=O)(=O)c1ccc2ccccc2c1 | 1 | -3 | 0 | i | 6 | 0.2 | -4 | -3 | 0.9
COc1ccc(C(CNC(=O)c2oc3c(Cl)cccc3c2C)N2CCCC2)cc1 (stereo not drawn) | 2 | 6 | -10 | i | -8 | -0.6 | -5 | 1 | -1.3
CCN(C(=O)Cn1c([N+](=O)[O-])cnc1C)c1ccccc1 | 1 | -6 | -1 | i | -7 | 0.3 | -2 | 0 | 0.4
CN(C)c1ccc(N2C(=NC(=O)CC3CCCCC3)SC3CS(=O)(=O)CC32)cc1 (stereo not drawn) | -5 | 16 | -4 | i | 12 | -0.2 | -3 | 0 | 0.7
O=C(c1cc2ccccc2o1)N1CCN(Cc2nc3ccccc3s2)CC1 | -3 | -8 | -123 | i | 1 | 0.3 | -5 | 1 | 1.5
O=C(NCC(=O)N1CCN(C(=O)c2ccco2)CC1)c1ccc(Br)cc1 | 2 | -6 | 12 | i | 1 | -0.3 | -7 | 0 | -1.6
CC1CCC(C(C)C)C(OC(=O)C[n+]2cccc(C(N)=O)c2)C1 (stereo not drawn) | -3 | -5 | 2 | i | -4 | -0.5 | -3 | -3 | 1.0

Given tab-delimited: entries from further up.
molecule	Rin1 Abl inh	FAS-TE inh	PABP1 MLLE inh	Neddyl block	eLon inh	TbMetRS inhib	bovine MsrA act	CSN inh	MsrA inh
Cc1cc(C)c(C(N)=O)c(SCC(=O)c2cc(C)n(-c3cc(C)on3)c2C)n1	4	-5	7	i	-10	-0.3	-1	-3	0.1
O=c1c2ccccc2[nH]c(=S)n1Cc1cccs1	1	7	-88	i	-2	0.1	-3	1	-0.7
